# Bioassay records as filed in PubChem.
# GBA enhancer – increases beta-glucosidase activity in Gaucher fibroblasts | L444P Gaucher fibroblasts, 4-MU-glucoside fluorescence, 3 days | activation, % at 10 µM | 30,000 tested, 0.44% active | AID 784; in the data active = activation above about 65%;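 also: 0% = vehicle wells and 100% = positive control wells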
# Target sequence (P04062 whole entry L483P): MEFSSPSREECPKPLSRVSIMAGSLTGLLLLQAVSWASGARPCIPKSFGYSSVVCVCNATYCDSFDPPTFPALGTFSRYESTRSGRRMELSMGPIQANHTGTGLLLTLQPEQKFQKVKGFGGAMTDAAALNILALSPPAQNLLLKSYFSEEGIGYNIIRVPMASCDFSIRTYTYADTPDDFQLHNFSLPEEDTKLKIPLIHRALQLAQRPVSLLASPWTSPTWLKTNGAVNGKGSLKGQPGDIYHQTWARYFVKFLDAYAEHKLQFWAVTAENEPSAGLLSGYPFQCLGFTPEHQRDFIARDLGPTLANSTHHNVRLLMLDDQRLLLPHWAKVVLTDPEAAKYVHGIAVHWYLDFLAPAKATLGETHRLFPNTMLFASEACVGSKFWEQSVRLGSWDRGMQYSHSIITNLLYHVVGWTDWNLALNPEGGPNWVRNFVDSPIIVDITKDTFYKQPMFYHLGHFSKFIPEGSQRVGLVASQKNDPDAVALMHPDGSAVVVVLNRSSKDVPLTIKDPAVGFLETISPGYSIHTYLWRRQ
# Active calls of the source: *. An excerpt; count on the stated rates, not on these rows.
SMILES,GBA enhancer
COCCNC(=O)C(c1ccco1)N(C(=O)Cn1nnc2ccccc21)c1ccc(C)cc1C (stereo not given),-33
CCOCCCNC(=O)c1c(C)c(C(=O)OCC)n(C)c1C,-10
Cc1ccc(S(=O)(=O)N2CCCC(C(=O)NCCc3ccc4c(c3)OCO4)C2)cc1 (stereo not given),-10
CCC(=O)c1ccc(OCC(O)Cn2c(C)nc3ccccc32)cc1 (stereo not given),12
CCCCCc1nc2c(=O)n(C)c3ccccc3c2o1,-3
O=C(Nc1ccc(F)c(Cl)c1)c1ccc2c(=O)n3c(nc2c1)CCCCC3,19
CCOC(=O)Cn1c2c(c(-c3ccccc3OC)cc1=O)CCCC2,-8
Cc1cc(C)c(S(=O)(=O)n2nc(C)c(Br)c2C)c(C)c1,-10
N=c1c(C(=O)NC2CCCCC2)cc2c(=O)n3ccccc3nc2n1CCN1CCOCC1,-1
CC(C)c1ccccc1NC(=O)c1cnccn1,9
Cc1cc(N2CCN(c3cccc(C(F)(F)F)c3)CC2)n2nc(C)nc2n1,3
COc1ccc(-c2nnc(CSc3nc4ccccc4c(=O)n3CC(C)C)o2)cc1OC,6
CCOC(=O)N1CCC2(O)CCCCC2C1c1ccc(F)cc1 (stereo not given),-10
O=S(=O)(Nc1nc2ccccc2nc1NCc1ccco1)c1ccc(Cl)cc1,-13
Nc1c(C(=O)OCC2CCCO2)c2nc3ccccc3nc2n1-c1ccc2c(c1)OCCO2 (stereo not given),-14
O=C1CC(N2CCN(c3ccc(F)cc3)CC2)C(=O)N1Cc1ccc(N2CCCC2=O)cc1 (stereo not given),9
O=C(CCN1CCN(c2ccc(F)cc2)CC1)Nc1ccccc1F,4
CCn1c(=N)c(C(=O)NCc2cccnc2)cc2c(=O)n3cccc(C)c3nc21,0
O=c1[nH]c2ccccc2n1CCCOc1ccccc1,-19
CC1(C)OC(=O)C(=CNc2ccc(F)cc2)C(=O)O1,7
O=C(COc1ccc2ccc(=O)oc2c1)Nc1ccc2c(c1)OCCO2,-20
Cc1cc(C)n(CCc2nc(-c3cccs3)cs2)n1,-38
COc1ccc(-c2nnc3ccc(SCC(=O)N4CCN(c5ccccc5)CC4)nn23)cc1OC,-10
COc1ccccc1N1CCN(S(=O)(=O)c2ccc3c4c(cccc24)C(=O)N3)CC1,-33

# By substructure: those above containing a carbonyl joined to an NH by a bond outside any ring (9)
SMILES,GBA enhancer
COCCNC(=O)C(c1ccco1)N(C(=O)Cn1nnc2ccccc21)c1ccc(C)cc1C (stereo not given),-33
CCOCCCNC(=O)c1c(C)c(C(=O)OCC)n(C)c1C,-10
Cc1ccc(S(=O)(=O)N2CCCC(C(=O)NCCc3ccc4c(c3)OCO4)C2)cc1 (stereo not given),-10
O=C(Nc1ccc(F)c(Cl)c1)c1ccc2c(=O)n3c(nc2c1)CCCCC3,19
N=c1c(C(=O)NC2CCCCC2)cc2c(=O)n3ccccc3nc2n1CCN1CCOCC1,-1
CC(C)c1ccccc1NC(=O)c1cnccn1,9
O=C(CCN1CCN(c2ccc(F)cc2)CC1)Nc1ccccc1F,4
CCn1c(=N)c(C(=O)NCc2cccnc2)cc2c(=O)n3cccc(C)c3nc21,0
O=C(COc1ccc2ccc(=O)oc2c1)Nc1ccc2c(c1)OCCO2,-20

# (continued)
SMILES,GBA enhancer
c1ccc(CSc2nnnn2-c2ccc3c(c2)OCCO3)nc1,-3
O=C(Cn1ccc2ccccc2c1=O)N1CCN(c2cccc(Cl)c2)CC1,-3
CC(O)c1cc2c(cc1NC(=O)c1cnn3c1NC(c1ccco1)CC3C(F)(F)F)OCO2 (stereo not given),21
C=CCN1C(c2ccc(OCC)cc2)=CS/C1=C(\C#N)c1nnc2n1CCCCC2,-24
CCCOc1ccccc1C1CC(=O)NC2=C1C(=O)CCC2 (stereo not given),-28
Cc1cc(S(=O)(=O)N2CC(=O)N(CCc3ccccc3)C(=O)C2)ccc1F,-6
C=C(C)COc1ccc(-c2nc(N)ncc2Oc2ccc(OC)cc2)c(O)c1,-2
Cc1cc(C)c(C#N)c(SCc2ccc(C#N)cc2)n1,-16
CCSC1=NC(=O)/C(=C2/C=Cc3ccccc3N2CC)S1,-32
Cn1c2ccccc2c2ncn(CCCN3CCOCC3)c(=O)c21,-8
C1CCN(c2nc3nonc3nc2N2CCCC2)C1,-31
COc1ccc(OC)c(S(=O)(=O)N2CCC(C(=O)NCc3ccccc3)CC2)c1,-23
Cc1cc(=O)[nH]c(SCC(=O)N2CCN(C(c3ccccc3)c3ccccc3)CC2)n1,-9
Cc1ccc(Cn2c(NC(=O)c3ccco3)nc3ccccc32)cc1,-46
COCCn1c(SCc2cccnc2)nnc1-c1c[nH]c2ccccc12,1
CCC(=O)N1CN(S(=O)(=O)c2ccc(C)cc2)CC1C (stereo not given),-6
Cc1cccc(-n2nc3c(c2NC(=O)c2ccco2)CSC3)c1C,-66
COc1ccccc1NC(=O)NCCCN1CCN(c2cccc(Cl)c2)CC1,3
CCOC(=O)CCC(=O)Nc1ccc(S(=O)(=O)N2CCCC2)cc1,-12
CCOc1ccc(-c2c(C#N)c(N)nc3c2c(=O)n(C)c(=O)n3C)cc1OC,9
O=C(CCCN=C1NS(=O)(=O)c2ccccc21)OCC(=O)N1CCc2ccccc21,-23
COc1ccc(S(=O)(=O)N(C)CC(=O)NCc2cccnc2)cc1C,-17
Cc1ccc(S(=O)(=O)Nc2nc3ccccc3nc2NCc2ccco2)cc1C,-7
CCCNC(=O)N1CCN(S(=O)(=O)c2ccc(C)c(C)c2)CC1,-9
COC(=O)c1ccccc1NC(=O)c1ccc2c(c1)OCCO2,-5
OCc1nc2ccccc2n1C/C=C/c1ccccc1,-27
CCOC(=O)c1[nH]c(C)c(/C(O)=C2\C(=O)C(=O)N(CCCN(CC)CC)C2c2cccnc2)c1C (stereo not given),-12
O=C(/C=N/O)NCc1ccncc1,-32
Cc1c(C)c2cc3c4c(oc3c(C)c2oc1=O)CCCC4,102*
O=C(c1ccc(Cl)c(Cl)c1)N(Cc1ccco1)c1ccc(O)cc1,-8
COc1ccc(-n2c(=O)cc(N3CCCCCC3)[nH]c2=O)cc1,-12
CCCCC1(CC)C(=O)NC(=O)NC1=Nc1ccc(OC)cc1 (stereo not given),-18
CCOC(=O)c1c(-c2cccs2)csc1NC(=O)COC(=O)c1c(C)noc1C,-9
CCCn1c(SCC(=O)Nc2cccc(C(=O)OC)c2)nnc1-c1cccnc1,-3
O=C(Cc1ccc(-n2cccc2)cc1)N1CCN(c2ccccc2F)CC1,39
CC1CCC2C(C1)c1sc(=O)[nH]c1SC2(C)C (stereo not given),6

# Looked up above.
# Value for CCOC(=O)c1[nH]c(C)c(/C(O)=C2\C(=O)C(=O)N(CCCN(CC)CC)C2c2cccnc2)c1C (stereo not given) in GBA enhancer: -12
# Value for COc1ccc(-n2c(=O)cc(N3CCCCCC3)[nH]c2=O)cc1 in GBA enhancer: -12
# Value for O=C(Cc1ccc(-n2cccc2)cc1)N1CCN(c2ccccc2F)CC1 in GBA enhancer: 39
# Value for CCCCC1(CC)C(=O)NC(=O)NC1=Nc1ccc(OC)cc1 (stereo not given) in GBA enhancer: -18
# Value for O=C(/C=N/O)NCc1ccncc1 in GBA enhancer: -32

# (listing goes on)
SMILES,GBA enhancer
CCOC(=O)c1sc(=S)n(C)c1N,-1
Cc1cc(C)cc(-n2nnc(C(=O)NCc3ccco3)c2N)c1,0
CS(=O)(=O)N1CCC(C(=O)N2CCC(Cc3ccccc3)CC2)CC1,-9
Cc1cccn2c(=O)c3cc(C(=O)NCc4ccco4)c(=N)n(CCc4ccccc4)c3nc12,17
NS(=O)(=O)c1ccc(CCNC(=O)COC(=O)C2CCCN2C(=O)c2cccs2)cc1 (stereo not given),-20
CCC(C)N1CC(C(=O)NC2CCCCC2)CC1=O (stereo not given),0
Cc1ccc(S(=O)(=O)N2Cc3ccccc3CC2C(=O)Nc2cc(C)on2)cc1 (stereo not given),22
O=C(COC(=O)CCCN1C(=O)c2ccccc2C1=O)Nc1ncc(Cl)cc1Cl,8
Cc1nc(CNS(=O)(=O)c2ccc3c(c2)OCCO3)cs1,5
N#CC1=C(N)Oc2n[nH]c(-c3cccs3)c2C1c1cccnc1 (stereo not given),13
Cc1cc(Cl)c(S(=O)(=O)NC2CCCCC2)cc1OCC(=O)Nc1nncs1,-24
COc1ccc(CCCc2nnc(SCC(=O)Nc3cc(C)c(C)cc3Br)o2)cc1,-7
Nn1c(SCc2nc3ccccc3[nH]2)nnc1C1CCCCC1,-6
CN(Cc1nc2ccccc2n1C)S(=O)(=O)c1ccc(Cl)cc1,-19
COc1cc(-c2nnc3n2N=C(c2ccccc2)CS3)cc(OC)c1OC,-34
CCN(CC)c1nc2ccccc2n2cnnc12,-13
Cc1ccc(Nc2nc(CSc3nnnn3-c3ccccc3)cc(=O)[nH]2)cc1,9
Cc1cc(C)cc(OCc2ccc(C(=O)O)o2)c1,-2
Cc1cc(C)c(N2C(=NC(=O)CCCC(=O)O)SC3CS(=O)(=O)CC32)c(C)c1 (stereo not given),-16
O=S(NCc1ccccc1)C12CC3CC(CC(C3)C1)C2 (stereo not given),-27
COc1ccc(CCNC(=O)c2cnn(-c3ccc(C)c(C)c3)c2NC(=O)c2ccco2)cc1OC,3
O=C(Nc1cccc(S(=O)(=O)C(F)F)c1)c1ccc(S(=O)(=O)N2CCOCC2)cc1,-11
CCCCCn1c(CN2CCN(c3cccc(Cl)c3)CC2)nc2c1c(=O)[nH]c(=O)n2C,-29
Cc1ccc(-c2nc(S(=O)(=O)c3ccc(F)cc3)c(SCC(=O)NCC3CCCO3)o2)cc1 (stereo not given),18

# A different layout for 4 compounds above:
COCCn1c(SCc2cccnc2)nnc1-c1c[nH]c2ccccc12
  GBA enhancer: 1
CCC(=O)N1CN(S(=O)(=O)c2ccc(C)cc2)CC1C (stereo not given)
  GBA enhancer: -6
Cc1cccc(-n2nc3c(c2NC(=O)c2ccco2)CSC3)c1C
  GBA enhancer: -66
COc1ccccc1NC(=O)NCCCN1CCN(c2cccc(Cl)c2)CC1
  GBA enhancer: 3

# (cont.)
SMILES,GBA enhancer
O=C(NC1CCCc2ccccc21)c1cccnc1 (stereo not given),-54
COc1ccc(CCNC(=O)c2ccc(N3CCCC3=O)cc2)cc1OC,9
COc1cc2c(=O)nc3n(c2cc1OC)C(c1ccccc1)N=C(N)N3 (stereo not given),-2
COc1ccc(CCNS(=O)(=O)c2cccc3nsnc23)cc1OC,11
CC1(C)NC(=O)N(CNc2cc(Cl)ccc2Cl)C1=O,-13
CCOC(=O)c1ccccc1NC(=O)c1c(O)c2ccccc2n(CC)c1=O,-3
O=C(OCc1ccccc1Cl)c1ccc(-n2cnnc2)cc1,-22
O=C(NCCN1CCCCCC1)C1CCN(S(=O)(=O)N2CCOCC2)CC1,-16
c1ccc(-c2nnc(-c3ccccn3)nn2)nc1,-69
COC(=O)c1ccc(C(=O)OC)c(NC(=O)c2oc(C)nc2C)c1,-3
Cc1cc2c(=O)n(Cc3ccco3)c(SCC(=O)NCc3ccco3)nc2s1,-24
O=C(NCCN1CCOCC1)c1cc(=O)[nH]c2ccc(Br)cc12,-42
CC(=O)N1CCCc2cc(S(=O)(=O)N(C)Cc3ccccc3)ccc21,-8
COc1ccc(-c2cnc(SCC(=O)Nc3ccc4c(c3)OCO4)n2Cc2ccco2)cc1,0
O=C(CCN1CCN(c2ccccc2F)CC1)Nc1ccc2c(c1)OCO2,-26
O/N=C1/CCSc2ccccc21,-5
O=C(CSc1nnc(-c2ccco2)o1)NC1CCCCCC1,2
Cc1ccc(C(=O)CC2(O)C(=O)N(CCc3ccccc3)c3ccc(Br)cc32)o1 (stereo not given),0
Cc1ccc2cc3c(N)c(C(=O)N4CCOCC4)sc3nc2c1,-28
CC(=O)c1cc(C)ccc1OC(=O)c1cccnc1,-2
O=C1CC(c2cccs2)c2cc3c(cc2N1)OCCO3 (stereo not given),14
CCn1cc(C(=O)Nc2nncs2)c(=O)c2cc(F)c(N3CCN(C(=O)c4ccco4)CC3)cc21,-10
CN(C)c1oc(COc2ccc(F)cc2)nc1C#N,-8
O=C(O)CN1C(=O)CNC1=O,-14
Cc1ccc(-c2cn3c(=S)[nH]nc3s2)cc1,-5
Cn1nnnc1SCC(=O)NCCCc1ccccc1,1
COCCNC(=O)C(c1ccc(C)o1)N(C(=O)c1snc(C(N)=O)c1N)c1cccc(C)c1 (stereo not given),7
COc1ccc(N2C(=O)CCC(C(=O)N3CCCCC3)C2c2ccc(F)cc2)cc1 (stereo not given),-4
O=C(Nc1nccs1)C(NS(=O)(=O)c1ccc(Br)s1)c1ccccc1 (stereo not given),-40
C=CCn1c(Cc2cccs2)nnc1SCC(=O)Nc1ccc(OC)cc1,-20
Cc1nc(SCC(=O)Nc2cc(C)on2)c2c(C)c(C)sc2n1,-19
Cc1noc(C)c1COc1cccc(C(=O)OCC(=O)N2CC(=O)Nc3ccccc32)c1,19
O=C(CCn1nnc2ccccc21)Nc1nnc(Cc2ccc(F)cc2)s1,-12
O=C(CCC1COc2ccccc2O1)NCc1ccco1 (stereo not given),-2
COc1ccc(S(=O)(=O)N2CC3C4C=CC(C4)C3C2)cc1 (stereo not given),6
COc1ccc(S(=O)(=O)N2CCCC(C(=O)NCCC3=CCCCC3)C2)cc1 (stereo not given),-16
CCCOC(=O)c1ccc(OCC(O)CN2C(=O)NC(C)(C)C2=O)cc1 (stereo not given),29
C=CCNC(=O)C(C#N)c1nc2ccccc2nc1N1CCN(Cc2ccccc2)CC1 (stereo not given),16
COCC(=O)Nc1ccccc1C(=O)Nc1ccc(OC)cc1,-4
COc1cc(C2NC(=O)NC(c3ccccc3)=C2C(C)=O)ccc1OCC#N (stereo not given),7
Clc1ccccc1CSc1ncccn1,-63
Cc1cc(=O)oc(C)c1C(=O)O,-4
Cc1cc(NCCCn2ccnc2)n2ncc(-c3ccccc3)c2n1,-9
Cc1cccc(NC(=O)c2cc(NC(=O)C3CCCCC3C(=O)O)ccc2Cl)n1 (stereo not given),-16
CCOC(=O)C(C(C)=O)C(c1ccc(OC)cc1)C(C(C)=O)C(=O)OCC (stereo not given),-9
Nc1nonc1C(=O)NCCNC(=O)c1cccs1,-6
COc1ccc(C(=O)Cn2c(N3CCOCC3)nc3ccccc32)cc1OC,-15
Cc1ccccc1OCc1nnc2c3cnn(C)c3ncn12,-26
